Screening data (PubChem)
RTF Ca sens inh: cardiac RTF calcium desensitization; P19429+P45379; IANBD-labeled cardiac RTF, Ca2+ fluorescence; inhibition, % at 7.15 µM; actives 0.12% (n = 340,000);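 active = inhibition above the mean inhibition of all tested compounds plus 3 SD, cut at about 17% in these data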;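 note: assay run at fixed EC70 calcium of 1.6 mM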
Pemphigus Ab inh: inhibitors of pemphigus antibody binding to human desmoglein-3; DSG3-coupled beads, scFv-anti-DSG3-GFP binding, flow cytometry; hits give low values; AID 588358; P32926; binding (percent of control), % at 10 µM; actives 0.48% (n = 310,000);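 active = binding more than 3 SD below its plate's average and above zero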;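 note: hits lower antibody fragment binding to DSG3; some compounds called inactive have numbers as strong as hits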
CAL PDZ FP-1: CAL PDZ (human) peptide binding inhibition | Q9HD26 | purified CAL PDZ, TMR-peptide fluorescence polarization, 1 h | inhibition, % at 24.9 µM | actives 0.92% (n = 300,000) | AID 602252;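 active = mean inhibition of at least 30% with at least half of replicates also reaching 30%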;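 note: 0% = DMSO neutral control and 100% = excess unlabeled competitor peptide PRC23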
Keap1-Nrf2 PPI: inhibitors of human Keap1-Nrf2 protein-protein interaction | Q14145 | actives 0.15% (n = 340,000) | Keap1 Kelch-Nrf2 peptide fluorescence polarization, 1536-well | inhibition, % at 9.4 µM; in the data active = inhibition above about 12%;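 note: human Keap1 Kelch domain with fluorescein labeled Nrf2 9mer peptide probe; 0% = neutral control wells and 100% = peptide positive control; higher means more block of Keap1 binding to Nrf2 peptide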
C-LANA FP: inhibitors of KSHV LANA C-terminal domain DNA binding | inhibition, % at 9 µM | MBP-C-LANA/FAM-LBS DNA binding, fluorescence polarization | AID 504423 | actives 0.078% (n = 340,000);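 active = highest replicate inhibition at or above 60% at 9 µM, even if other replicates fall short; inactive = all replicates below 60% inhibition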;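 note: 0% = neutral control wells and 100% = 4 µM acridine orange control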
Arr AP2 block: inhibitors of human beta-arrestin and AP2 interaction. actives 0.31% (n = 340,000). FITC-arrestin peptide / GST-AP2 beads, flow cytometry; AP2 beta2 appendage carries R879A mutation. inhibition, % at 10 µM;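 active = inhibition above a set limit, near 3 SD of compounds lacking own fluorescence, cut at about 54% in these data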;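 note: plate controls were DMSO wells for no effect and 5 µM unlabelled arrestin peptide for full effect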
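test system = AP2 appendage R879A on GSH beads | buffer or medium = PBS plus Tween 20 (0.05%) and BSA (0.1%) | incubation = 12 min plus 1 h, RT | detection = bead flow cytometry, FITC channel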
NSD2 HMT inh: blocks human histone methyltransferase NSD2 | AID 743445 | actives 0.54% (n = 310,000) | inhibition, % at 12.5 µM | NSD2 peptide methylation, AlphaScreen, 120 min; in the data active = inhibition above about 50%
Target sequence (O96028 whole entry, looked up): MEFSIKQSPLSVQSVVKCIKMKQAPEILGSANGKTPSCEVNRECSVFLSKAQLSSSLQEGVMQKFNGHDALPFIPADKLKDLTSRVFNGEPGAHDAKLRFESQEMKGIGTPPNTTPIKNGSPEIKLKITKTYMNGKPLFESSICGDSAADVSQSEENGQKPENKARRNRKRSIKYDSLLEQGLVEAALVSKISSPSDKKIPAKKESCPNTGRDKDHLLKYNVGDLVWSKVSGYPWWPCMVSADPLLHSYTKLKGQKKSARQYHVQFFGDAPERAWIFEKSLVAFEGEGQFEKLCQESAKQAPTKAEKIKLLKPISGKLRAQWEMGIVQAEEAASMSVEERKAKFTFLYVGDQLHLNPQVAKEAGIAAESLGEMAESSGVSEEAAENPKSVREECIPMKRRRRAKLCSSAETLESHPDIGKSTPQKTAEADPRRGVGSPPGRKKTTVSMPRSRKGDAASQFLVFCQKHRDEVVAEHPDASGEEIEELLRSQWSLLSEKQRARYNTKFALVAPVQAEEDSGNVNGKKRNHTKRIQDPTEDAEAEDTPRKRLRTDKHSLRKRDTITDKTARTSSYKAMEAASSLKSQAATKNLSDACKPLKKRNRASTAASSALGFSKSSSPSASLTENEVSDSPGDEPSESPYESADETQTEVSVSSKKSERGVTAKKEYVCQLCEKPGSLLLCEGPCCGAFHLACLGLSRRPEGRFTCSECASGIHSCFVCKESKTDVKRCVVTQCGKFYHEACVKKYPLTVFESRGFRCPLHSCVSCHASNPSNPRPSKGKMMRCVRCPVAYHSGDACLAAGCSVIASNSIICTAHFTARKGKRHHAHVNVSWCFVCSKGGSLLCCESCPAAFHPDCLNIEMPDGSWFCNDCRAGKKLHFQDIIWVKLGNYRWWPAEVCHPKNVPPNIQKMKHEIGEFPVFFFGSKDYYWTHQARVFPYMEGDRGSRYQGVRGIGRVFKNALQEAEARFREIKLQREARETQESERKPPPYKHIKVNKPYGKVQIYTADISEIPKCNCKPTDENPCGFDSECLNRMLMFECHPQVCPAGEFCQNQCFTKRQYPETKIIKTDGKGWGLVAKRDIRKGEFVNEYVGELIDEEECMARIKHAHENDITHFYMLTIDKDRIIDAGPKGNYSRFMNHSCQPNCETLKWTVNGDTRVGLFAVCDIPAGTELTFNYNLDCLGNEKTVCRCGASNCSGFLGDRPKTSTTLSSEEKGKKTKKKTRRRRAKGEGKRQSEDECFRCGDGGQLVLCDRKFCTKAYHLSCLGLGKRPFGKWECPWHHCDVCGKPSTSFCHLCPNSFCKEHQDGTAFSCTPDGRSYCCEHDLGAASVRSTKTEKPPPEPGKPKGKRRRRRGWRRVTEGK
CAL PDZ FP-2: blocks peptide binding to human CAL PDZ domain; Q9HD26; purified CAL PDZ, TMR-peptide fluorescence polarization, 1 h; inhibition, % at 20 µM; actives 0.02% (n = 330,000); AID 504414;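 active = highest replicate inhibition of at least 40%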;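 note: plate controls were DMSO neutral control wells for no effect and unlabeled competitor peptide control wells for full effect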
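Test system: tagged CAL PDZ domain / Buffer or medium: sodium phosphate/NaCl buffer pH 7.4 with TCEP, IgG, Thesit / Reagent: TMR-labelled reporter peptide T*-PRC34 bound in PDZ groove / Compound dosing: single point, 20 µM / Schedule: 1 h incubation at room temperature before polarization reading / Technique: fluorescence polarization (mP) / Benchmarks: unlabelled peptide, DMSO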
V-ATPase pH: alters yeast V-ATPase proton transport. actives 0.37% (n = 350,000). response, % at 10 µM. S. cerevisiae, pHLuorin cytosolic pH fluorescence. AID 504577; in the data active = response mostly above about 7.3%, no sharp cut-off; inactive = mostly below about 5.4%; note: actives read high; inactives centre near 0; some compounds called inactive have numbers as strong as hits
DAGLB inh: diacylglycerol lipase beta (human) inhibition | Q8NCG7 | HEK293T DAGLB membrane lysate, EnzChek fluorogenic substrate | inhibition, % at 5.17 µM | actives 0.059% (n = 340,000) | AID 504411; in the data active = inhibition above about 34%;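 note: 0% = enzyme with vehicle and 100% = wells lacking enzyme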
An asterisk follows results filed as active; / = no result given. These rows are one share of the data (hit frequency here may not be typical).

Each structure is followed by: RTF Ca sens inh	Pemphigus Ab inh	CAL PDZ FP-1	Keap1-Nrf2 PPI	C-LANA FP	Arr AP2 block	NSD2 HMT inh	CAL PDZ FP-2	V-ATPase pH	DAGLB inh
CCN(CCO)c1nc(N2CCCCC2)c2cnn(C)c2n1
  -7	97	/	2	0.1	-1	-1	0.4	2	-1
Cc1cnc(NC(=O)CCNC(=O)c2ccc([N+](=O)[O-])cc2)s1
  3	104	-2	-4	2.6	15	0	-1.6	1	1
C=CCSc1nnc(NC(=O)c2c(CC)noc2C)s1
  -13	92	0	0	0.8	-5	-1	-1.3	0	3
CCOc1cc(C2Nc3ccccc3NC3=C2C(=O)CC(C)(C)C3)ccc1OC(C)=O (centres undefined)
  -8	117	-2	-2	0.0	8	29	0.4	-2	1
Cc1cc(C)n2nc(SCC(=O)NC3CCCCC3C)nc2n1 (centres undefined)
  10	104	-12	-9	1.2	0	-1	-0.9	6	0
CC1=C(O)C(=O)C(c2c(C)cc(C)c(Br)c2C)=C(O)C1=O
  /	95	/	/	/	/	1	/	-1	43*
Cc1ccc(-c2nc3ccccc3s2)cc1NC(=S)NC(=O)c1ccccc1
  -5	103	0	-3	-0.8	-1	0	-0.9	-4	-4
O=C1N(Cc2cccc(Cl)c2)C[C@@H]2C[C@@H](c3ccco3)N3CCC[C@@]123
  4	110	-1	-3	-0.6	-6	1	-0.4	1	-2
Cc1nnsc1C(=O)NNS(=O)(=O)c1ccccc1
  -21	91	-6	4	-0.5	1	-2	0.5	-1	-4
O=c1[nH]nc(-c2ccc([N+](=O)[O-])o2)c(=O)[nH]1
  -4	/	0	1	-1.4	-2	3	-0.9	-2	-1
COc1cc(NC(=O)c2cc(OC)c(OC)c(OC)c2)cc(-n2cnnn2)c1
  -25	/	/	-2	2.1	1	-3	-1.5	5	-1
O=C(NC1CCCCC1)C(c1ccncc1)N(C(=O)Cc1cccs1)c1ccccc1 (centres undefined)
  -5	107	-3	-1	1.1	-7	1	-0.8	0	3
O=C(/C=C/c1ccco1)OCC(=O)c1ccc(OC(F)F)cc1
  0	/	0	-1	-0.2	-3	-2	-2.4	0	-1
CCOCCCNC(=O)C1CCN(S(=O)(=O)c2ccc(C)cc2)CC1
  -11	102	/	4	-0.6	-2	-2	-0.8	-2	2
O=C(NC(Cc1ccccc1)C(=O)O)c1ccco1 (centres undefined)
  -4	108	32*	1	-1.5	28	-7	0.4	4	-2
N#CCCn1cc(C(=O)N2CCOCC2)c(-c2ccc3c(c2)OCCO3)n1
  -5	104	-1	2	2.6	-29	22	-1.0	2	2
CN(C)CCNC(=O)Cc1ncc(C(F)(F)F)cc1Cl
  0	118	-5	-1	-2.3	-8	-7	-0.6	2	1
COc1ccc(N2CCN(C(=O)c3cc4c(-c5ccc(Cl)cc5)nn(C)c4s3)CC2)cc1
  -4	104	/	5	0.1	26	/	0.3	3	0
O=C(c1ccccc1)c1nn(-c2cccc(Cl)c2)c2nc(-c3ccccc3)cc(=O)n12
  3	99	-2	-1	1.0	3	-1	-1.3	/	0
COc1ccc(CCN(CC(=O)NCc2ccc(F)cc2)C(=O)c2snc(C(N)=O)c2N)cc1OC
  2	97	10	-3	-0.9	20	-6	-2.1	1	0
CCN1CCN(S(=O)(=O)c2ccc(Cl)c(C(=O)N(C)Cc3ccc(C(C)(C)C)cc3)c2)CC1
  -2	110	0	3	-0.3	6	-4	-0.6	2	0
CC(C)C(=O)Nc1cccc(C(=O)NCc2ccc3c(c2)OCO3)c1
  -6	100	/	-2	0.2	-3	-7	-0.7	5	0
COc1ccc(/C=C2\SC(=S)N(c3cccnc3)C2=O)cc1
  -11	90	-13	0	1.9	-9	-3	3.0	-1	-1
CCOc1ccc(NC(=O)COC(=O)c2cc(=O)c3ccccc3o2)cc1
  -7	93	7	-3	0.0	-8	-3	0.1	5	1
O=C(CCn1nnc2ccccc2c1=O)N[C@@H](Cc1ccccc1)C(=O)O
  -7	96	3	2	-0.3	3	4	-2.9	-4	1
Cc1c(Cl)ccc2c1NC(=O)[C@]21[C@@H]2C(=O)N(Cc3ccccc3)C(=O)[C@@H]2[C@@H]2CCCN21
  -4	127	-5	-6	0.0	9	2	/	4	3
CC1CC(C)CN(CC(O)COC2CC(C)CC(C)(C)C2)C1 (centres undefined)
  2	100	/	-2	-1.4	-7	0	0.8	2	-1
CCOc1ccccc1NC(=O)CSc1nnc(-c2ccco2)n1Cc1ccco1
  -1	107	/	-1	1.4	6	0	-1.2	-3	-1
CC1CC(C)CN(c2ccc([N+](=O)[O-])cc2-c2nn[nH]n2)C1 (centres undefined)
  -2	120	-5	-4	-1.7	24	0	0.1	-4	1
CC(C)CCNC(=O)CCS(=O)(=O)c1cccc2nonc12
  -22	113	-2	1	-0.8	-8	/	-6.3	-1	2
O=C(c1cccc([N+](=O)[O-])c1)c1ccc2[nH]c(=O)[nH]c2c1
  -13	110	-4	-6	0.6	5	10	-4.0	0	1
C[C@@H](OC(=O)c1[nH]cnc1C(=O)N1CCN(C(=O)OC(C)(C)C)CC1)c1ccccc1
  3	101	1	-7	-1.0	-1	/	0.1	-1	0
CN(C)c1nc(N)nc(-c2cccnc2)n1
  -2	99	/	-9	-2.3	12	-2	-1.7	-2	-1
CCN(c1ccccc1)S(=O)(=O)c1ccc(OC)c(NC(=O)c2cc(F)c(F)c(F)c2F)c1
  5	116	0	1	-0.3	32	-2	-0.5	2	-2
COCCNC(=O)CC(c1ccccc1)c1ccccc1
  -8	103	-1	-2	0.8	5	-5	0.5	-4	-4
O=C(Nc1ccc(CN2CCOCC2)cc1)c1ccc2ccccc2c1
  -2	105	-2	1	-0.2	41	-4	-3.0	-3	-3
Clc1ccccc1C1Nc2cccc3cccc(c23)N1
  4	119	-4	2	6.8	31	5	-1.2	0	5
Cn1c(SCc2ccccc2)nnc1C1CCCNC1 (centres undefined)
  -4	103	2	-1	-0.5	16	-5	-2.4	2	3
CNC1=C(N(C(C)=O)c2ccc(Br)cc2)C(=O)c2ccccc2C1=O
  -2	/	-6	-4	0.4	1	100*	0.5	-1	5
Cc1cnc(NC(=O)Cc2c[nH]c3ccccc23)s1
  -9	104	/	5	-1.3	2	1	-2.8	-8	-2
COc1cc(NC(=O)c2cccc(Cl)c2)c(OC)cc1NC(=O)CN1CCOCC1
  6	97	-3	-3	0.9	21	-2	0.2	-3	2
O=C(CSc1nnc(-c2cccs2)o1)NCc1ccco1
  -6	/	27	5	2.7	8	-3	-1.6	-3	3
CCc1ccccc1N1C[C@@]23C=C[C@@H](O2)C(C(=O)OCC(C)C)[C@H]3C1=O (some centres undefined)
  -10	100	/	3	-0.6	-7	-2	0.4	2	-1
COc1ccccc1NC(=O)CSc1nnc(Cn2cnc3ccccc32)n1C
  -27	/	-1	0	0.9	25	/	-1.1	-3	-7
CC(=O)OCC1=C(C(=O)O)N2C(=O)[C@@H](NC(=O)CSc3ccncc3)[C@H]2SC1
  1	94	/	-1	5.1	41	8	-1.1	-1	2
O=C1CC(N2CCN(Cc3ccccc3)CC2)C(=O)N1c1ccc2c(c1)OCCO2 (centres undefined)
  -3	97	-6	-2	0.4	-1	-2	/	4	-2
CCC(C)N(C(=O)Cn1nnc(-c2ccc(F)cc2)n1)C1CCS(=O)(=O)C1 (centres undefined)
  -1	109	4	1	-0.1	0	-4	-0.4	-1	-1
Cc1c(O)c2c3c(cccc3c1O)C(=O)N(c1ccccc1)C2=O
  -31	91	-1	4	28	-11	-2	-2.3	5	-10
CCN1CCc2c(sc(NC(=O)c3ccc(S(=O)(=O)N4CCCCCC4)cc3)c2C(=O)NC)C1
  -7	111	-5	-18	0.8	3	0	-2.4	-1	-2
O=C(NCC1CCCN(Cc2cccc(F)c2)C1)c1cccc2ccccc12 (centres undefined)
  3	113	68*	-4	0.3	34	2	0.0	-2	0

Continued:
Each structure is followed by: RTF Ca sens inh	Pemphigus Ab inh	CAL PDZ FP-1	Keap1-Nrf2 PPI	C-LANA FP	Arr AP2 block	NSD2 HMT inh	CAL PDZ FP-2	V-ATPase pH	DAGLB inh
Cc1ccccc1NC(=O)c1ccccn1
  3	99	-2	-6	1.2	1	-4	-0.7	-3	-1
O=C(O)c1ccccc1C(=O)c1ccc(N2CCCC2)c([N+](=O)[O-])c1
  -6	90	1	2	1.4	-31	-1	0.0	1	2
O=C(NCc1nnc(SCC(=O)N2CCc3ccccc32)o1)c1cccs1
  -11	85	-5	2	-1.1	-2	-4	-1.8	-1	0
N/C(=N\OC(=O)c1ccccc1)c1ccn[nH]1
  -16	104	0	2	0.2	29	-1	0.2	-3	0
FC(F)Oc1ccc(NC(=S)NC2CCCCCCC2)cc1
  10	97	1	2	-0.2	2	7	-2.0	1	-6
CCCNCC(=O)Nc1cccc(S(=O)(=O)NC2=NCCCCC2)c1
  -8	120	0	0	-3.6	10	29	0.5	-3	0
COCCN(C(=O)C1CCC1)c1c(N)n(CC(C)C)c(=O)[nH]c1=O
  -7	/	-4	0	-0.5	-1	1	-0.6	1	-2
COC(=O)CSc1nnc(SCc2ccc(OC)cc2)s1
  4	114	0	-5	-1.7	-5	-7	-0.7	2	-1
O=C(CCl)NCCCCCCCCCNC(=O)CCl
  2	102	-5	-2	-0.1	7	-2	-1.1	0	-2
Cc1cccc(-c2ccc3ncnc(NCc4cccnc4)c3c2)c1
  -2	100	0	-1	1.5	-21	/	-2.7	3	-1
COc1ccc(CCNC(=O)CN(C2CCCCC2)S(C)(=O)=O)cc1
  -4	101	-3	-1	0.2	-2	0	-0.4	3	-1
OC1CC(c2ccco2)NC2(CCCCC2)C1 (centres undefined)
  4	92	2	3	-1.0	31	-3	-0.5	-2	-2
COC(=O)c1ccc(N2CCN(C)CC2)c(NC(=O)COc2cccc(C)c2)c1
  -12	92	-2	-7	0.8	-11	-2	-2.8	-3	-2
O=[N+]([O-])C1=CC=C2C(=NC3(CCCCC3)N2O)C1=NCCc1ccccc1
  -4	101	2	-1	-0.4	5	0	0.7	1	1
O=C(Nc1ccccn1)C1CCN(C(=O)c2ccc(F)cc2)CC1
  8	112	6	2	-0.6	3	2	-1.5	-2	-4
O=C(c1cc(-c2ccccc2Cl)on1)N1CCCC1
  6	95	-3	1	0.6	-5	-3	-2.9	2	-3
COc1c(N2CCN(C(=S)Nc3ccc(F)cc3)C(C)C2)c(F)cc2c(=O)c(C(=O)O)cn(C3CC3)c12 (centres undefined)
  -8	102	-2	0	-2.3	-2	-2	/	1	-2
C=CCn1c(CNC(=O)c2cccs2)nnc1SCc1ccc(Cl)cc1Cl
  10	98	9	-3	1.6	6	0	0.5	0	-2
O=C(CN1CCN(S(=O)(=O)N2CCOCC2)CC1)Nc1cc(Cl)cc(Cl)c1
  15	/	3	5	-1.1	33	-6	-3.1	-1	-1
